# Compound activity from PubChem BioAssay.
# M4 ag = agonists of human muscarinic M4 receptor (CHRM4); 0.14% of 360,000 active; activation, % at 3 µM; P08173; CHO-K1 hM4/Gqi5, Fluo-8 calcium fluorescence; vehicle 0%, full acetylcholine response 100%; AID 624127;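 active = activation above the run mean over all test wells plus 3 SD, cut at about 32% in these data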;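 also: peak over basal fluorescence ratio per well then scaled between controls; 0% = DMSO wells and 100% = acetylcholine at EC100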
# Target sequence (P08173 whole entry, looked up): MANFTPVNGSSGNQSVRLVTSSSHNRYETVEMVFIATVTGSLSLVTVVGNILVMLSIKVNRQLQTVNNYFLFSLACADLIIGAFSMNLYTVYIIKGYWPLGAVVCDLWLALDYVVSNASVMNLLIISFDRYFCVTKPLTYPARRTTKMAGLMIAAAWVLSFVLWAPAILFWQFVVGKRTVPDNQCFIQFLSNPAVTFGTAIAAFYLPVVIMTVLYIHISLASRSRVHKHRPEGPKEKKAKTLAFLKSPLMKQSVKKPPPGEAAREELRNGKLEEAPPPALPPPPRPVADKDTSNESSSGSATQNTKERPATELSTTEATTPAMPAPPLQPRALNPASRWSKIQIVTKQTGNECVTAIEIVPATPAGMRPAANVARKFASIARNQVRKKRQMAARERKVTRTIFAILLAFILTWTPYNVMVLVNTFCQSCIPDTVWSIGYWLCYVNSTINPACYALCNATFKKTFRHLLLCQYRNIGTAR
# CHRM5 antagonist = antagonists of human muscarinic M5 receptor (CHRM5); CHO-hM5 cells, Fluo-8 calcium fluorescence, ACh EC80; inhibition, % at 3 µM; 0.59% of 360,000 active;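 active = inhibition above a per-plate cutoff, the mean of that plate's test compounds plus 3 SD, cut at about 27% in these data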;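 also: 0% = acetylcholine EC80 with DMSO and 100% = DMSO without agonist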
# CHRM1 PAM = human CHRM1 positive allosteric modulation; CHO-K1 hM1, Fluo-8 calcium fluorescence, ACh EC20; 0% = ACh EC20, 100% = maximal ACh; 0.088% of 360,000 active; activation, % at 3 µM; in the data active = activation above about 19%, passing the limit was not always enough
# M5 ag = CHRM5 agonism in calcium assay | P08912 | AID 624037 | activation, % at 3 µM | 0.19% of 360,000 active | CHO-K1 hM5 cells, Fluo-8 calcium fluorescence; 0% DMSO wells, 100% maximal acetylcholine response;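 active = activation above the run's mean over test compounds plus 3 SD, cut at about 23% in these data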;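 also: signal is peak over basal fluorescence ratio across the kinetic read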
# CHRM1 agonist = human M1 muscarinic receptor agonism. P11229. CHO-K1 hM1, Fluo-8 calcium fluorescence, agonist mode; 0% DMSO, 100% acetylcholine EC100. activation, % at 3 µM. 0.33% of 360,000 active;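 active = activation above the run's mean compound activation plus 3 SD, cut at about 16% in these data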;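 also: peak over basal fluorescence ratio within a 140 s kinetic read after compound addition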
# CHRM4 antagonist = antagonists of human muscarinic M4 receptor (CHRM4); P08173; CHO-hM4 cells, ACh EC80, Fluo-8 calcium fluorescence; inhibition, % at 3 µM; 0.73% of 360,000 active;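 active = inhibition above its plate's cutoff, the mean inhibition of sample wells plus 3 SD, cut at about 27% in these data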;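 also: 0% = acetylcholine EC80 with DMSO and 100% = DMSO without agonist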
# TAAR1 agonist = agonists of human TAAR1; activation, % at 3 µM; AID 624467; CHO RD-HGA16 TAAR1, Fluo-8 calcium fluorescence; vehicle wells 0%, saturating PEA agonist 100%; 0.99% of 360,000 active; Q96RJ0;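 active = activation above the mean activation of all test compounds in the run plus 3 SD, cut at about 38% in these data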
# Target sequence (Q96RJ0 whole entry, looked up): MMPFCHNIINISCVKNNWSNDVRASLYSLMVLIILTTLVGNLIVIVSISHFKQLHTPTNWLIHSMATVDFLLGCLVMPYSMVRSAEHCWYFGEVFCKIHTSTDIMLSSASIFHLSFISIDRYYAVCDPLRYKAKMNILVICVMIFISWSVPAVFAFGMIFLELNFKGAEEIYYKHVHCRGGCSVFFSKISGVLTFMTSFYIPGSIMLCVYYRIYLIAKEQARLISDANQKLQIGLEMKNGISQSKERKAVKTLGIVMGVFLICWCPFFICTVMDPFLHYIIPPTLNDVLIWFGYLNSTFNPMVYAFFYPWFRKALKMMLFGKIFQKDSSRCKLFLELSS
#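 Benchmarks: low control DMSO, high control PEA (EC100); System: CHO RD-HGA16 cells carrying human TAAR1 plus Gα16; Detection: Fluo-8 fluorescence, 5 s baseline then 140 s kinetic read; Schedule: 17-24 h plating, Fluo-8 75 min 37 °C, 30 min RT; Read-out basis: % activation from peak over basal fluorescence ratio, DMSO-to-PEA scaled.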
# M1 antag = antagonists of human M1 muscarinic receptor | CHO-K1 hM1, Fluo-8 calcium fluorescence, ACh EC80 antagonist | 1.3% of 360,000 active | inhibition, % at 3 µM | P11229 | AID 588852;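 active = percent inhibition above its own plate's cutoff, namely the mean of that plate's compound wells plus 3 SD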;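 also: peak over basal fluorescence ratio during 140 s after agonist addition; 0% = ACh EC80 plus DMSO and 100% = DMSO alone without agonist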
# M5 PAM = potentiates acetylcholine response at human M5 receptor | P08912 | CHO-K1 hM5, Fluo-8 calcium, ACh EC20 PAM; 0% = ACh EC20, 100% = ACh EC100 | activation, % at 3 µM | 0.3% of 360,000 active | AID 624038;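 active = activation above the run cutoff, the mean activation of all test compounds plus 3 SD, cut at about 18% in these data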
#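 system = human M5 receptor in CHO-K1 cells | reagent = EC20 acetylcholine as agonist stimulus | compound dosing = single-point, 3 µM nominal | incubation = Fluo-8 loading 80 min at 37 °C plus 30 min room temperature | detection = Fluo-8 calcium dye fluorescence, kinetic read | benchmarks = low control EC20 acetylcholine (0%), high control EC100 acetylcholine (100%)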
# Numbers without * were called inactive; . = no result given. These rows are one share of the data; count on the stated rates, not on these rows.
Compound	CHRM1 PAM	M5 ag	M5 PAM	CHRM5 antagonist	M1 antag	CHRM1 agonist	M4 ag	CHRM4 antagonist	TAAR1 agonist
CCOCc1c(C(=O)NCC(c2ccco2)N2CCCC2)oc2ccccc12 (stereo not drawn)	-18	-7	-4	3	28*	-9	0	9	-1
COc1ccc(N2CCN(c3ccc(S(=O)(=O)N(C(C)C)C(C)C)cn3)CC2)cc1	1	1	-1	9	-2	-2	3	3	12
NC(=O)c1ccsc1NC(=O)COC(=O)c1ccncc1	6	4	-1	8	-3	-2	7	-8	5
OCc1nc2nc(Cl)c(Cl)nc2[nH]1	5	-5	1	-3	-10	-1	2	-2	5
COCOc1ccc(-c2ncc(OC)nc2NC(=O)c2ccsc2)cc1	11	0	-7	7	-11	-1	-2	4	2
CC(C)CCNC(=O)CCc1nnc(Cc2c[nH]c3ccccc23)o1	7	-2	-3	1	0	-7	3	-1	2
CCn1c(CCC(=O)N(C)CC(=O)Nc2cccc(F)c2)nc2cc(S(=O)(=O)N(C)C)ccc21	6	-7	6	2	-7	-6	0	5	0
Nc1c(C(=O)Nc2ccc(F)cc2)sc2nc(-c3ccco3)ccc12	5	-2	3	-2	-4	-1	2	2	6
Cc1cccc(OCCNC(=O)CCc2ccccc2)c1	1	-3	-5	9	7	-3	-1	14	0
CCOc1ccc(Nc2nc(CC(=O)OC)cc(=O)[nH]2)cc1	-5	-2	-6	5	14	-1	3	0	4
CCCN1CCC(=NNc2ccc(S(=O)(=O)N(CC)CC)cc2[N+](=O)[O-])CC1	5	-1	8	5	-5	-7	0	-1	1
CCN(CC)C(=O)COC(=O)c1ccc(O)cc1	8	-1	-3	0	-6	-1	1	-6	2
O=C(Nc1ccccc1)c1ccccc1Oc1ccc(C(F)(F)F)cc1[N+](=O)[O-]	0	-5	-1	-1	2	-8	1	-8	6
CCOc1ccc(/C=C(\C#N)C(=O)c2c(C)[nH]c3ccccc23)cc1OC	-4	-2	-7	-4	11	-3	0	10	2
Cc1cnc(C(=O)Nc2ccc(-n3cnnn3)cc2)cn1	6	-4	1	8	-5	-2	1	-6	1
O=C(O)C(Cc1cc2ccccc2[nH]1)N1C(=O)C2CC=C(Cl)CC2C1=O (stereo not drawn)	2	-2	0	-3	-18	-3	1	-10	5
O=C(C1=NN[C@@H]2C(=O)N(c3cccc(C(F)(F)F)c3)C(=O)[C@H]12)C(c1ccccc1)c1ccccc1	9	-4	1	2	-11	-8	0	-4	1
FC(F)(F)c1cnc(Nc2ccc(N3CCOCC3)cc2)c(Cl)c1	4	-10	3	-10	-5	-4	2	-3	9
O=C(c1ccco1)N(Cc1nc2ccccc2c(=O)[nH]1)C1CCCC1	8	1	3	1	-10	-1	1	2	4
O=C(COC(=O)c1ccc(S(=O)(=O)N2CCCC2)cc1)Nc1ccccc1	-9	-7	-2	0	9	-9	2	-16	10
COc1ccc(Cc2nc3ccc(C(=O)N(C)C(C)c4nccs4)cc3o2)cc1 (stereo not drawn)	19	-1	-4	13	3	8	3	-4	4
N#CC(c1ccc(O)cc1)N1CCOCC1 (stereo not drawn)	11	3	-1	5	-12	0	0	1	3
O=C(O)CCC(=O)NCc1c(Cl)cccc1Sc1ccc(Cl)cc1	6	3	4	1	-4	-3	0	1	1
CCC(C)NC(=O)C1CCN(C(=O)c2ccccc2)CC1 (stereo not drawn)	7	3	-1	4	-2	-2	0	-8	18
C/C(=N\NC(=S)Nc1cccc(C)c1)c1ccco1	4	-4	2	-9	3	-4	0	-7	0
CCOC(=O)c1cc(-c2ccccc2)nc2nc(N(CC)CC)sc12	7	-6	-9	16	-4	-2	-1	3	3
CC(C)CCOP(=O)(c1ccc(N(C)C)cc1)C(O)c1ccc(Cl)cc1Cl (stereo not drawn)	10	6	15	-14	-8	-1	2	-3	15
Cn1cnc([N+](=O)[O-])c1S(=O)(=O)c1ccc(Cl)cc1	4	-2	-6	16	12	-5	2	18	7
COc1cc2c(cc1OC)C(CC(=O)O)N(C(=O)CC1CCCC1)CC2 (stereo not drawn)	1	-3	-2	5	1	-2	0	-2	2
CCOC(=O)c1c(C)n(C)c2ccc(O)c(CN3CCC(C)CC3)c12	9	-1	-3	3	0	-5	1	4	.
CC1CCN(S(=O)(=O)c2ccc(C(=O)NCc3ccc4c(c3)OCO4)cc2)CC1	-12	0	-9	13	16	-1	8	10	17
Cn1cc([N+](=O)[O-])c(C(=O)Nc2nc(-c3ccc(Cl)cc3)cs2)n1	-4	6	-10	9	6	0	23	13	40*
NC(=O)c1ccc(OCC(=O)N2CCNC2=O)cc1	1	6	9	8	-5	0	1	-8	1
Fc1ccc(CCNC(=S)Nc2ccc(F)c(Cl)c2)cc1	-18	-1	-16	15	4	-8	13	7	13
CCCCCCCCN1C(=O)[C@H](CC(=O)NCc2ccc(C)o2)C[C@@]2(C(=O)OC)CC(C)(C)CC=C12	.	-1	0	5	.	.	2	2	-2
CCC1(c2ccccc2)SC(=O)NC1=O (stereo not drawn)	5	1	-3	2	-11	-3	2	-7	2
COn1c(C)c(C(C)=O)c2c3no[n+]([O-])c3ccc21	1	-2	8	1	3	-3	1	2	7
CCNC(=S)Nc1ccccc1-c1ccccc1	7	-3	-2	4	-5	-7	0	2	8
CCOC(=O)c1cnc(COc2ccccc2Cl)[nH]c1=O	6	1	5	6	-8	-8	0	3	1
O=C(O)CCCn1cc(NC(=O)c2cccc(F)c2)cn1	2	2	8	1	-2	-2	0	-9	1
CC(C)CNC(=O)CSc1nnc(-c2ccccn2)n1Cc1ccccc1	-2	-2	-4	3	-15	-3	1	-5	11
COC(=O)CCC(C(=O)CN1C(=O)c2ccccc2C1=O)N1C(=O)c2ccccc2C1=O (stereo not drawn)	0	0	-5	15	-9	-2	3	-2	2
Cc1ccc(S(=O)(=O)N2[C@@H](CO)CO[C@H]2CC(=O)c2ccccc2)cc1	.	2	-7	7	.	.	3	-1	1
Cc1cc(C)nc(/N=C(\N)Nc2cc([N+](=O)[O-])ccc2C)n1	-16	-8	3	-4	27	-3	1	-5	5
CCN1CCN(C(=O)CS(=O)Cc2nc(-c3cccc(C)c3)oc2C)CC1 (stereo not drawn)	-5	-6	-7	11	11	-3	1	-5	0
O=C(Nc1ccccc1)Nc1cc(S(=O)(=O)N2CCOCC2)ccc1N1CCCC1	-3	-2	1	-7	8	-7	1	0	3
Cc1ccc(NC(=O)c2ncn(CCCNCC3CCCCC3)n2)cc1C	5	-1	3	3	-12	2	6	-6	1
CCOc1ccc(NC(=O)CCC(=O)NNC(=O)COc2ccccc2C)cc1	0	0	0	6	-1	-7	12	2	11
COc1cccc(CN2CC(C(=O)NC3CCC(O)CC3)CCC2=O)c1 (stereo not drawn)	-1	0	7	-18	7	-2	0	-2	3
Clc1cccc(CNc2ccn3nc(-c4ccc(OCc5ccccc5)cc4)cc3n2)c1	-6	1	-2	3	11	-1	1	8	1
O=C(O)C1CC1C(=O)Nc1cc(F)ccc1F (stereo not drawn)	4	-1	-12	5	1	-7	2	1	9
CN(C)C(=O)CSc1nnc(Cc2ccc3c(c2)OCO3)o1	4	-1	1	-7	3	3	1	4	2
Brc1ccc(/C=C/C=N/Nc2nc3ccccc3s2)cc1	-4	-2	-9	-7	3	-8	0	3	26
O=C(CCCCCNS(=O)(=O)c1ccc(Br)cc1)NCCN1CCOCC1	5	0	4	-6	-3	-7	0	-2	7
CCCCCNC(=O)C1C(=O)Nc2ccccc2C(=O)N1c1c(C)cccc1C (stereo not drawn)	.	4	-7	3	.	.	4	-13	1
CC1CCC2=NN(C(=O)c3ccco3)C(O)(C(F)(F)F)C2C1 (stereo not drawn)	9	-4	-2	5	-10	-12	0	2	2
CC(=O)c1cccc(NC(=O)COC(=O)CCc2ccc(S(=O)(=O)N3CCOCC3)cc2)c1	4	3	-6	6	-1	-1	7	-2	8
CCC(C)C(=O)Nc1cc(C(=O)OC)cc(C(=O)OC)c1 (stereo not drawn)	8	-2	-1	-11	-11	-3	4	-21	8
Cc1nc(NC(CC(C)C)C(=O)O)c2nc(C)oc2n1 (stereo not drawn)	8	1	1	-4	3	-1	0	6	9
COc1cccc(Oc2ccc(N)cn2)c1	-6	-2	0	1	15	-5	1	2	4

# An excerpt of these results, field by field:
O=C(Nc1ccccc1)Nc1cc(S(=O)(=O)N2CCOCC2)ccc1N1CCCC1
  CHRM1 PAM = -3
  M5 ag = -2
  M5 PAM = 1
  CHRM5 antagonist = -7
  M1 antag = 8
  CHRM1 agonist = -7
  M4 ag = 1
  CHRM4 antagonist = 0
  TAAR1 agonist = 3

Cc1ccc(NC(=O)c2ncn(CCCNCC3CCCCC3)n2)cc1C
  CHRM1 PAM = 5
  M5 ag = -1
  M5 PAM = 3
  CHRM5 antagonist = 3
  M1 antag = -12
  CHRM1 agonist = 2
  M4 ag = 6
  CHRM4 antagonist = -6
  TAAR1 agonist = 1

# M1 antag: entries above that show a hit
Compound	CHRM1 PAM	M5 ag	M5 PAM	CHRM5 antagonist	M1 antag	CHRM1 agonist	M4 ag	CHRM4 antagonist	TAAR1 agonist
CCOCc1c(C(=O)NCC(c2ccco2)N2CCCC2)oc2ccccc12 (stereo not drawn)	-18	-7	-4	3	28*	-9	0	9	-1

# The results go on:
Compound	CHRM1 PAM	M5 ag	M5 PAM	CHRM5 antagonist	M1 antag	CHRM1 agonist	M4 ag	CHRM4 antagonist	TAAR1 agonist
CC(Nc1nc(Nc2ccc(F)cc2)nc(SCC(N)=O)n1)c1ccccc1 (stereo not drawn)	15	-2	2	7	-21	-3	-2	-1	1
Cc1ccc(NC(=O)CN(C)C(=O)COc2ccccc2-c2ccccc2)cc1	4	6	3	1	0	2	5	0	3
COc1cc(NC(=O)c2ccc(Br)cc2)c(OC)cc1NC(=O)c1ccccc1	0	1	7	16	-4	-3	0	-2	4
COc1ccc(-n2c(Cn3nnc4ccccc43)n[nH]c2=S)cc1	13	0	-7	7	-10	3	1	4	-1
COc1cc(/C=C2\SC(=O)N(Cc3ccc(Cl)cc3)C2=O)cc([N+](=O)[O-])c1O	3	-4	-2	11	-7	-5	1	-5	3
NC(=O)C1(N2CCCCC2)CCN(C(=O)CSc2nc(C(F)(F)F)cc(=O)[nH]2)CC1	7	-3	1	3	-36	6	0	-5	19
COc1ccc(OC)c(NC(=O)C2CCN(c3nc(C)cc(C)n3)CC2)c1	5	-2	3	-8	-6	-5	1	-5	0
COc1ccc(Nc2ncnc3c2cnn3-c2cccc(C)c2)cc1OC	11	0	-1	-5	-15	-1	1	-17	1
CCOC(=O)CNC(=O)/C(=C\c1ccc(F)cc1)NC(=O)c1ccccc1	8	1	6	-1	-6	0	2	-5	4
O=C(NCc1csc(-c2cccs2)n1)c1ccccc1	13	5	6	-7	-17	-1	2	-1	0
COc1cccc(C(=O)NCc2ccc(-c3nc4ccccc4s3)cc2)c1	-1	-3	-4	2	3	-2	5	4	5
Cc1ccc(NC(=S)N2CCN(c3ccccn3)CC2)cc1C	-5	-1	-7	10	4	-4	5	-4	10
